Compound activity as filed in PubChem BioAssay.
Efflux pump mplx: inhibitors of Candida antifungal efflux pumps expressed in yeast. inhibition, % at 10 µM. S. cerevisiae Candida pump triplex, Nile Red efflux. hit rate 0.44% among 330,000;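 active means plate passing quality check with inhibition over a set limit, or well fluorescence over plate mean plus 4 SD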;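 further: Nile Red retained in pooled yeast measured as flow cytometry median fluorescence; 0% = buffer negative control and 100% = Enniatin B positive control; higher means more Nile Red kept so more efflux inhibition; some compounds called inactive have numbers as strong as hits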
EBNA-1 inh: blocks EBNA-1 binding to DNA; EBNA-1 DNA binding, fluorescence polarization; hit rate 0.34% among 300,000; inhibition, % at 14.8 µM; in the data active means inhibition above about 28%
ZTA counter: counter-screen for EBNA-1 inhibitors: inhibitors of Epstein-Barr virus ZTA; hit rate 0.15% among 320,000; ZTA-DNA binding, fluorescence polarization; inhibition, % at 11 µM; AID 2234; in the data active means inhibition above about 33%
Target sequence (P03206 whole entry, looked up): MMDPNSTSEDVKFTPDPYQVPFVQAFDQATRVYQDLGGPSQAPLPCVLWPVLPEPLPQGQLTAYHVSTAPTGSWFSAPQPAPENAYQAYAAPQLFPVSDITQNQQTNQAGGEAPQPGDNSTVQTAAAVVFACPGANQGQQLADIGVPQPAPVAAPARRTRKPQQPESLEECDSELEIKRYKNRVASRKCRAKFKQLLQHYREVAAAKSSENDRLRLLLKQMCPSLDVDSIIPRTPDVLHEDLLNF
CTSL1 counter: counter-screen for PFM18AAP inhibitors: inhibitors of F. hepatica cathepsin L1; recombinant F. hepatica cathepsin L1, Z-Leu-Arg-MCA fluorescence; inhibition, % at 5.96 µM; hit rate 0.49% among 300,000; AID 1906;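 active means inhibition above the mean of all tested compounds plus 3 SD, set per screening campaign, cut at about 17% in these data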;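 further: 0% = plate median of test compound wells and 100% = 1 µM Z-Phe-Ala-diazomethylketone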
PREPL inh: inhibitors of human prolyl oligopeptidase-like enzyme PREPL. inhibition, % at 5.96 µM. Q4J6C6. recombinant PREPL, fluorescence polarization activity-based probe. AID 2751. hit rate 0.68% among 320,000; in the data active means inhibition above about 43%;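 further: 0% = enzyme with DMSO and 100% = wells lacking enzyme; many of its hits are not listed in these tables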
Target sequence (Q4J6C6 whole entry, looked up): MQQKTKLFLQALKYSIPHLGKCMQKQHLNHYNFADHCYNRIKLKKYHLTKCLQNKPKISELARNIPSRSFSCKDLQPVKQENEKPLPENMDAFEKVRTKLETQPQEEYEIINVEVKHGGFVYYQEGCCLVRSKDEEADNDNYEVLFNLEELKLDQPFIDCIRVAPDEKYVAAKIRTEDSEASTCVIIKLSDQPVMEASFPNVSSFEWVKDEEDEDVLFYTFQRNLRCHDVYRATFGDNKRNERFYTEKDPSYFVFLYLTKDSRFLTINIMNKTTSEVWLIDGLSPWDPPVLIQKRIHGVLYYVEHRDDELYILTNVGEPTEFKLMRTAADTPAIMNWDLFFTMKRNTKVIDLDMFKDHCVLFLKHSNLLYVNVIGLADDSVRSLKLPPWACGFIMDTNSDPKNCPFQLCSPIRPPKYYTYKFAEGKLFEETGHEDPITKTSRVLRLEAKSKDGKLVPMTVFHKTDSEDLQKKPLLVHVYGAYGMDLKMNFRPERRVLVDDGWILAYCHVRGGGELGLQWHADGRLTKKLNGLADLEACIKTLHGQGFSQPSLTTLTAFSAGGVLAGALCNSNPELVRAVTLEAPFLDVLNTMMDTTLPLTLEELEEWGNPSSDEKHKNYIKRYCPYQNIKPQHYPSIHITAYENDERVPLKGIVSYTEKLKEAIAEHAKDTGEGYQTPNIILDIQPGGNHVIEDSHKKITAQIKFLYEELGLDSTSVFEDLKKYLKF
core dimer inh: HCV core protein dimerization inhibition; AID 1899; inhibition, % at 5 µM; TR-FRET GST/Flag-core106 dimerization, 1536-well; hit rate 0.33% among 300,000;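 active means inhibition above the mean of all tested compounds plus 3 SD, set per screening campaign, cut at about 45% in these data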
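Assay system: tagged HCV core106 pair (GST and Flag); medium: KF-containing HEPES buffer, pH 7.45, DTT, CHAPS, BSA; also added: Eu donor and XL665 acceptor anti-tag antibodies; dosing: 5 µM single dose; timing: compound-protein-antibody incubation 4 h at 22.5 °C; signal: TR-FRET 671 and 617 nm emission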
TPT1 inhibitor: inhibitors of Candida albicans tRNA 2'-phosphotransferase TPT1; recombinant caTPT1, FP RNA substrate dephosphorylation; inhibition, % at 5 µM; hit rate 0.81% among 300,000; AID 1962;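 active means inhibition above the mean of all tested compounds plus 3 SD, set per screening campaign, cut at about 24% in these data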;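 further: plate controls were DMSO alone for no effect and ferristatin control at 100 nM for full effect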
PP1 counter: PP1-alpha (human) inhibition in PP5 counter-screen; P62136; purified PP1alpha, OMFP fluorescence; inhibition, % at 6.7 µM; hit rate 0.9% among 320,000; AID 2235;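 active means inhibition above the mean inhibition of all tested compounds plus 3 SD, computed separately for each screening campaign, cut at about 15% in these data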
PP5 primary: blocks human protein phosphatase 5 activity | P53041 | purified PP5c, OMFP substrate fluorescence | inhibition, % at 6.7 µM | hit rate 0.18% among 320,000;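 active means inhibition above the campaign's mean inhibition across all tested compounds plus 3 SD, cut at about 9.5% in these data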;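 further: 0% = DMSO only and 100% = 100 µM cantharidin control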
* hit, by the source's call; nt = not tested or not shown. Not all compounds are listed, so the mix of outcomes need not match the whole.

SMILES	Efflux pump mplx	EBNA-1 inh	ZTA counter	CTSL1 counter	PREPL inh	core dimer inh	TPT1 inhibitor	PP1 counter	PP5 primary
Cc1ccccc1OCC(=O)NCC(=O)N/N=C/c1ccc(Br)o1	0.0	2	-3	-3	2	5	1	-3	2.6
O=C(COC(=O)C1CCCCC1)Nc1ccccc1OC(F)F	0.0	-1	0	6	1	0	0	2	0.6
C=CCNC(=S)/N=c1\sccn1C	-0.3	-4	-3	1	-1	-6	-2	3	2.8
CN(C)CCOC(=O)c1cccc(Br)c1	0.0	4	14	1	-9	0	-4	1	-0.3
COC(=O)c1cc(OC)c(OC)cc1NC(=O)CCCCCN1C(=O)CCC1=O	0.1	-3	6	-3	0	2	0	0	2.3
CCc1ccc(NC(=O)CN(CC(=O)Nc2ccc(CC)cc2)CC(C)O)cc1 (stereo not drawn)	0.0	-6	7	-3	-59	-18	2	6	11*
O=C(NC1CCN(Cc2ccccc2)CC1)C1CCCN(S(=O)(=O)c2cccc3nonc23)C1 (stereo not drawn)	0.0	7	3	10	-1	2	-1	-1	-0.7
COc1ccccc1OCC(=O)N/N=C1\CCc2ccccc21	-0.1	1	-11	0	9	-2	-3	-1	2.1
O=C(C(c1ccccc1)c1ccccc1)N(Cc1ccco1)C1CCS(=O)(=O)C1 (stereo not drawn)	0.2	5	11	11	16	3	0	1	1.7
O=C(COC(=O)Cc1ccc(Cl)cc1)NC1CCCC1	0.0	nt	-11	nt	17	nt	nt	1	-0.7
Cn1c(=NC(=O)COc2ccccc2)sc2cc(F)cc(F)c21	-0.1	8	3	0	3	-1	4	-4	-2.3
COc1cccc(CNC(=O)c2cc(C3CC3)nc3c2cnn3C(C)C)c1	0.6	nt	-13	nt	11	nt	nt	-2	4.9
O=C(O)Cc1ccc(NC(=O)Nc2ccc(Br)cc2)cc1	-0.1	6	6	-1	0	13	-4	-5	3.2
Cc1ccc(NC(=O)CN(c2ccccc2)S(=O)(=O)N(C)C)cc1C	-0.1	-5	2	-2	-32	8	1	-1	0.4
Cc1ccc(CNC(=O)C2CCCN(S(=O)(=O)N3CCC(C)CC3)C2)cc1 (stereo not drawn)	-0.1	11	13	-4	-8	2	0	1	-2.1
O=C(c1cc(-c2cccnc2)nc2ccccc12)N1CCCc2ccccc21	-0.1	3	4	-3	-20	1	-2	-2	3.3
CC(=O)N1CCc2cc3nc(C)cc(C)c3cc21	-0.2	0	5	2	-5	5	1	-3	0.9
COc1ccc(-n2nnnc2SCC(=O)Nc2ccccc2F)cc1	-0.1	-7	-1	1	-35	-4	0	1	1.4
O=C1NCCn2ccc(=O)cc21	-0.1	3	3	-3	0	-2	1	-5	-1.7
Nc1ncnc2nc(SCc3ccccc3)[nH]c12	0.0	1	17	-2	-10	0	-1	-2	0.7

Part of the list above in order of length of the SMILES, lowest first:
SMILES	Efflux pump mplx	EBNA-1 inh	ZTA counter	CTSL1 counter	PREPL inh	core dimer inh	TPT1 inhibitor	PP1 counter	PP5 primary
Nc1ncnc2nc(SCc3ccccc3)[nH]c12	0.0	1	17	-2	-10	0	-1	-2	0.7
COc1ccc(-n2nnnc2SCC(=O)Nc2ccccc2F)cc1	-0.1	-7	-1	1	-35	-4	0	1	1.4
O=C(c1cc(-c2cccnc2)nc2ccccc12)N1CCCc2ccccc21	-0.1	3	4	-3	-20	1	-2	-2	3.3

More records
SMILES	Efflux pump mplx	EBNA-1 inh	ZTA counter	CTSL1 counter	PREPL inh	core dimer inh	TPT1 inhibitor	PP1 counter	PP5 primary
COC(=O)CCCC1=CC2=C(c3ccccc3)C(=O)C(C)(OC(=O)C3CCCC3)C(=O)C2=CN1C1CC1 (stereo not drawn)	0.0	9	11	1	0	7	-6	-3	1.3
Brc1ccc(-c2csc3ncnc(-n4nnc5ccccc54)c23)cc1	0.8	5	9	6	-26	3	0	4	0.8
Nc1c(-c2ccc3c(c2)OCCO3)oc2ccccc2c1=O	0.0	0	1	3	7	-5	1	5	3.7
Cc1ccccc1N=Nc1c(C)[nH]n(C(N)=S)c1=O	-0.5	6	-5	8	17	-12	2	-2	-3.4
CCN1CCN(c2ncc3c(n2)CC(c2ccc(OC)c(OC)c2)CC3=O)CC1 (stereo not drawn)	0.1	1	-12	-3	-3	-4	1	-1	0.9
Oc1ccccc1O	0.0	5	2	5	7	11	-5	-3	-1.4
CN(C)S(=O)(=O)c1cccc(NC(=O)Cn2cnc3ccccc3c2=O)c1	-0.1	3	-4	2	15	-6	-3	-1	1.8
CCOC(=O)c1ccc(S(=O)(=O)NNC(=O)c2ccc3c(c2)nc(C)n3CC)cc1	0.3	2	1	1	6	-2	5	-1	-1.7
Cc1ccc(Cn2c(C3CCCN3c3nc(-c4ccc(F)cc4)cs3)nc3cc(C(F)(F)F)ccc32)cc1 (stereo not drawn)	0.0	-2	-6	-3	8	-2	2	2	1.3
Nc1nc(-c2ccc(Cl)cc2)cc(C(F)(F)F)n1	-0.1	3	-8	7	-11	0	-3	1	-1.5
CCOC(=O)C1CCCCN1Cc1cccc(F)c1 (stereo not drawn)	-0.1	3	5	2	-2	6	-2	-1	3.6
Nc1nc(N)c(N=Nc2ccc(S(N)(=O)=O)cc2)c(=O)[nH]1	0.1	-2	-3	1	-2	-18	1	-2	-0.5
CCN(CC(=O)Nc1ccccc1OC)C(=O)c1ccc(NC(=O)c2cccs2)cc1	0.3	nt	-12	nt	4	nt	nt	1	3.5
O=C(CCCc1ccccc1)NCCCc1ccccc1	0.1	-13	-4	-5	-21	-11	-3	-1	-0.3
Cc1[nH]c2ccccc2c1C(=O)CN1C(=O)NC2(CC(C)CC(C)(C)C2)C1=O (stereo not drawn)	0.0	-1	-3	-3	-22	-1	-1	1	5.9
CCN(CC)CCCNC(=O)C1CCC(=O)N(c2ccc(OC)cc2)C1c1ccc(F)cc1 (stereo not drawn)	0.1	4	3	3	2	3	-4	-1	1.0
Cc1ccc(OCC(O)CN2CCOCC2)cc1 (stereo not drawn)	0.2	-2	-6	0	-8	-15	-3	1	2.8
CCCC(C)NC(=O)COC(=O)c1ccc2c(c1)C(=O)N(Cc1ccco1)C2=O (stereo not drawn)	-0.1	-2	-3	9	5	11	-3	-4	-0.2
COC(=O)Cn1cnc2sc3c(c2c1=O)CCCC3	0.0	-2	5	5	2	-2	-5	2	3.0
Cc1ccc(NC(=O)CCC(=O)NNC(=O)c2ccccc2)c(C)c1	-0.2	2	4	7	-1	-1	-2	-3	-0.5
Cc1cc[n+](-c2[nH]c(=O)sc2/C=N/NC([S-])=Nc2ccccc2)cc1C	0.0	2	-8	8	23	7	-42	-2	-2.6
COc1ccc(-n2nc3c(c2NC(=O)C(C)Cl)CSC3)cc1 (stereo not drawn)	-0.1	11	-4	3	25	6	-3	-1	-1.7
COc1ccc(N(CC(=O)Nc2cccc(C)c2C)S(=O)(=O)c2c(C)[nH]c(=O)[nH]c2=O)cc1	-0.1	16	11	-2	13	3	2	0	-1.4
O=C(Nc1cc(S(=O)(=O)N2CCOCC2)ccc1Cl)c1cc(=O)c2ccccc2o1	-0.1	4	10	1	7	5	1	0	-0.9
COc1ccc(C2C/C(=N\O)C(C)(C)O2)cc1 (stereo not drawn)	-0.1	5	2	-1	2	-3	-5	17*	-0.6
Cc1ccc(N=C2NC(=O)/C(=C/c3cccnc3)S2)c(C)c1	-0.1	2	12	0	11	7	-1	0	-0.3
N#C/C=C(/N)c1ccc(Br)cc1	-0.1	-10	-4	6	-46	-7	-6	12	-6.6
COC(=O)C(C#N)c1nc2ccccc2nc1N1CCCC1 (stereo not drawn)	0.0	-7	4	4	12	3	7	0	1.3
O=C(COc1cccnc1[N+](=O)[O-])N1CCc2ccccc21	-0.1	3	17	0	7	7	-4	1	1.9
CC(=O)Oc1ccc2ccccc2c1C(NC(=O)Cc1ccccc1)c1ccc(Cl)cc1 (stereo not drawn)	0.2	-5	-11	-8	-7	2	-1	7	2.7
O=C(CCCN1C(=O)c2cccc3cccc(c23)C1=O)N1CCN(c2ccc(F)cc2)CC1	0.0	4	16	-1	-156	10	0	2	-1.2
CC(=O)Nc1nc2cccc([N+](=O)[O-])c2s1	0.0	-4	7	2	4	1	2	-3	1.0
COc1ccccc1NC(=O)CCc1nnc2ccc(NCc3ccco3)nn12	0.1	4	9	-4	2	6	-1	-1	1.8
COc1ccc(CNC(=O)C(CCSC)NC(=O)c2ccco2)cc1 (stereo not drawn)	0.1	-3	3	-3	-11	-5	1	-1	1.5
O=C(NCC(=O)N1CCCC1C(=O)O)OC1CCCCC1 (stereo not drawn)	-0.1	-2	-5	-1	-6	-3	0	-1	1.6
CCn1ncc(Cl)c1C(=O)Nc1ccc2c(c1)CCC2	0.0	4	15	-1	-16	3	0	1	4.5
O=C(O)c1ccc(NS(=O)(=O)c2ccc(N3CCCC3)c([N+](=O)[O-])c2)cc1	-1.7	-5	0	-3	-1	9	0	0	4.0
O=C1NC(=O)/C(=C/c2cc3c(cc2Br)OCO3)S1	0.9	12	12	0	-5	-16	-4	0	0.3
CC(C)NC(=O)CN1C(=O)C(=O)c2ccccc21	-0.1	0	-3	0	1	-5	1	1	0.3
COc1cc2oc3ccc(C#Cc4ccccn4)cc3c(=O)c2cc1OC	0.5	9	-2	2	-1	-25	1	-2	-0.5

Random excerpt: 3 entries already listed
SMILES	Efflux pump mplx	EBNA-1 inh	ZTA counter	CTSL1 counter	PREPL inh	core dimer inh	TPT1 inhibitor	PP1 counter	PP5 primary
O=C(O)c1ccc(NS(=O)(=O)c2ccc(N3CCCC3)c([N+](=O)[O-])c2)cc1	-1.7	-5	0	-3	-1	9	0	0	4.0
O=C1NC(=O)/C(=C/c2cc3c(cc2Br)OCO3)S1	0.9	12	12	0	-5	-16	-4	0	0.3
COc1ccc(CNC(=O)C(CCSC)NC(=O)c2ccco2)cc1 (stereo not drawn)	0.1	-3	3	-3	-11	-5	1	-1	1.5

The results go on:
SMILES	Efflux pump mplx	EBNA-1 inh	ZTA counter	CTSL1 counter	PREPL inh	core dimer inh	TPT1 inhibitor	PP1 counter	PP5 primary
CC(=O)N1c2ccc(S(=O)(=O)N3CCC(C(=O)N4CCN(c5cc(Cl)ccc5C)CC4)CC3)cc2CC1C (stereo not drawn)	0.2	-13	-8	1	27	19	-1	-1	4.0
COc1ccc(C(=O)OCC(=O)c2cc(OC)ccc2OC)c(OC)c1	0.1	0	11	1	-7	11	-2	0	2.5
CN(C)S(=O)(=O)Oc1ccccc1C(=O)Nc1ccc(F)cc1F	-0.1	3	1	-2	2	4	1	-4	-0.6
Cc1ccnc(NC(=O)CCC(=O)N(CC(=O)NCCc2ccccc2)c2ccccc2F)c1	0.2	-6	-13	2	-1	6	-1	-4	2.5
COc1ccc(S(=O)(=O)NC(Cc2cnc[nH]2)C(=O)O)cc1 (stereo not drawn)	0.1	-3	-5	-3	5	-2	0	-3	1.4
COc1ccc(CCNC(=O)CCCCC(=O)NCCc2ccc(OC)c(OC)c2)cc1OC	0.0	1	1	-4	-7	-1	2	-3	-1.8
CCC(CC)C(=O)Nc1nnc(S(=O)(=O)N2c3ccccc3CC2C)s1 (stereo not drawn)	0.0	4	8	3	-5	1	-3	-1	0.2
Cc1cccc(C)c1NC(=O)C(NS(=O)(=O)c1cccs1)c1ccccc1 (stereo not drawn)	0.4	-4	0	1	3	-5	3	-2	2.6
C=CCN(CC=C)S(=O)(=O)c1ccc2nsnc2c1	0.2	-6	11	-1	-4	-3	0	0	-1.1
Cc1c(CN2CCCC(C(=O)c3cccc(Cl)c3)C2)c(=O)n(-c2ccccc2)n1C (stereo not drawn)	-0.2	7	3	2	15	-4	-1	0	3.6
Cc1nn(CC(=O)NC2CCC(C)CC2)c(C)c1[N+](=O)[O-] (stereo not drawn)	-0.2	nt	-6	nt	3	nt	nt	-2	2.8
O=c1oc2ccccc2c(NCCO)c1[N+](=O)[O-]	0.3	-17	-5	0	7	-4	3	-7	-0.4
